KLK5 inh: human KLK5 protease inhibitors, primary screen, biochemical, 1536-well; inhibition, % at 5 µM; actives 0.59% (n = 210,000); Kallikrein-5 (Homo sapiens), Q9Y337; recombinant hK5, fluorogenic AMC substrate cleavage;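 active = inhibition of 40% or more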;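 note: 0% = enzyme controls without compound and 100% = no-enzyme blanks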
Target sequence (Q9Y337 67-293 limits assumed): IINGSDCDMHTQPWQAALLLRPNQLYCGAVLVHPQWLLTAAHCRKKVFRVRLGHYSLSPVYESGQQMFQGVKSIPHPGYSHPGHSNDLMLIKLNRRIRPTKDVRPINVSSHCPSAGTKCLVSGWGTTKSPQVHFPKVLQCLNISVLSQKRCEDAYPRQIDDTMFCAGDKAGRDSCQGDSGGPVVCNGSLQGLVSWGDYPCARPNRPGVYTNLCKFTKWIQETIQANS
PERK inhibitor: block of dimerizer-induced PERK translation repression, primary screen, PERK inhibitor project, CHO PERK-DD cells, SEAP luminescence, HTS; Eukaryotic translation initiation factor 2-alpha kinase 3 (Homo sapiens), Q9NZJ5; CHO PERK-DD fusion, SEAP luminescence translation reporter; inhibition, % at 5.6 µM; actives 0.17% (n = 220,000); AID 1416, 2008;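 active = inhibition above the mean inhibition of all tested compounds plus 3 SD, set separately per screening campaign, cut at about 2.9% in these data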;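 note: PERK kinase domain activated by AP20187 dimerizer at 100 nM; 0% = DMSO with dimerizer and 100% = rapamycin at 8.4 µM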
Furin inh: human furin inhibitors, primary screen, biochemical, fluorescence intensity | P09958 | purified furin, fluorogenic substrate cleavage | inhibition, % at 30 µM | actives 0.061% (n = 220,000); in the data active = inhibition above about 25%; note: inactives centre near -15
Rad51 HR inh: human RAD51 strand exchange inhibitors, primary screen, biochemical, fluorescence. DNA repair protein RAD51 homolog 1 (Homo sapiens), Q06609. hRad51 DNA strand exchange, fluorescence dequenching. inhibition, % at 10 µM. actives 0.085% (n = 200,000). AID 1385, 2008;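 active = inhibition above 40% at the single screening dose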;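 note: 0% = DMSO control wells and 100% = blanks with heterologous ssDNA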
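Read-out basis: percent inhibition relative to plate controls and blanks / Assay system: human Rad51 nucleoprotein filaments preassembled on unlabelled ssDNA / Timing: filaments 15 min 37 °C, then compound 30 min / Control set: per-plate controls and blanks / Technique: fluorescence dequenching at 485/520 nm / Compound: 10 µM final, single point / Also added: Fluorescein- and BHQ1-tagged 47-mer duplex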
KCC2 mod: KCC2 cotransporter modulators, thallium flux, primary screen, cell-based, HEK293 KCC2, FluoZin-2 fluorescence, MLSMR; B-score of Tl+ flux slope (higher = more flux/activation; lower = inhibition) at 10 µM; KCC2 cells, thallium flux FluoZin-2 fluorescence; actives 2.2% (n = 190,000); Solute carrier family 12 member 5 (Homo sapiens), Q9H2X9;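 active = thallium flux slope and its plate-corrected score both differing from the plate sample mean at a set confidence after two filtering rounds, in either direction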;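 note: slope of fluorescence scaled to starting intensity during 10 to 20 s after thallium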
Calpain2 inh: inhibitors of pig calpain II, primary screen, biochemical, fluorogenic peptide substrate, 1536-well | AID 1236, 2008 | inhibition, % at 16 µM | actives 0.37% (n = 220,000) | purified calpain II, 30 min;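 active = inhibition above about 50%, limit read from the data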
FXIIa inh 1536: human FXIIa protease inhibitors, primary screen, biochemical, 1536-well; purified FXIIa, Boc-QGR-AMC fluorogenic substrate, 2 h; actives 0.3% (n = 220,000); inhibition, % at 5 µM; in the data active = inhibition above about 40%;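 note: 0% = enzyme with no compound and 100% = blank without enzyme; many of its hits are not listed in these tables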
FXIa inh 1536: human FXIa protease inhibitors, primary screen, biochemical, 1536-well | Coagulation factor XI (Homo sapiens), P03951 | actives 0.14% (n = 220,000) | inhibition, % at 5 µM | purified FXIa, Boc-Glu-Ala-Arg-AMC fluorogenic substrate;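 active = inhibition of at least 40%; inactive = inhibition below 40%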;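 note: fluorescence of freed AMC excited at 355 nm; 0% = enzyme without compound and 100% = no enzyme blank; many of its hits are not listed in these tables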
Target sequence (P03951 19-387 limits assumed): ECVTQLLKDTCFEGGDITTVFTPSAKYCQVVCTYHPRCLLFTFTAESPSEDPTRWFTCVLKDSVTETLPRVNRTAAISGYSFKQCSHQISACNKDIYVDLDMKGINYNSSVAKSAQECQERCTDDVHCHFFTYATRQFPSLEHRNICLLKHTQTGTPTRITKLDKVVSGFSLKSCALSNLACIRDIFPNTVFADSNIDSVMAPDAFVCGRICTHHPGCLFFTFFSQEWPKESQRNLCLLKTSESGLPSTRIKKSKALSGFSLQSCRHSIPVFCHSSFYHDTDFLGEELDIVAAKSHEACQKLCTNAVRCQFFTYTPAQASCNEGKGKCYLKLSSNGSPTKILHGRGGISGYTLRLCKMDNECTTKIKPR
Target sequence (P03951 388-625 limits assumed): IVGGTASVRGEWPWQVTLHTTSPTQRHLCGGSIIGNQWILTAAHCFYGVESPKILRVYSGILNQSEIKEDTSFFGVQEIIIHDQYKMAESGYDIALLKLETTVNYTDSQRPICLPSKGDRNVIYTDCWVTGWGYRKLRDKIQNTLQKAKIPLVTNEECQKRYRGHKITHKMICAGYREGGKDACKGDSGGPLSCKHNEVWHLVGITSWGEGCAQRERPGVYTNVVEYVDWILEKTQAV
thrombin 1536: human alpha-thrombin inhibitors, primary screen, counter-screen for coagulation protease inhibitor project, biochemical, 1536-well, fluorogenic AMC substrate | inhibition, % at 5 µM | actives 0.26% (n = 220,000) | AID 1046, 2008 | Prothrombin (Homo sapiens), P00734 | Boc-VPR-AMC fluorogenic substrate cleavage;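 active = inhibition at or above 40%; inactive = inhibition below 40%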;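 note: 0% = enzyme with no compound and 100% = wells without enzyme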
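Test system: human alpha-thrombin protein / Dosing: one concentration per compound, 5 µM, with 0.2% DMSO / Medium: pH 7.5 Tris-saline with Tween 20 / Benchmarks: no-compound enzyme wells and no-enzyme blanks / Read-out basis: percent inhibition of thrombin substrate cleavage / Timing: reaction at room temperature / Measured by: fluorescence, ex 355 nm, em 460 nm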
Numbers without * were called inactive; i = inactive; nt = not tested or not shown; [ ] = another dose, or the depositor's remark. These rows are one share of the data (hit frequency here may not be typical).

canonical_smiles,Furin inh,Rad51 HR inh,FXIIa inh 1536,FXIa inh 1536,PERK inhibitor,KCC2 mod,thrombin 1536,Calpain2 inh,KLK5 inh
COc1ccccc1CNC(=O)C1CC(c2ccccc2[N+](=O)[O-])=NO1 (stereo unspecified),-14[20 µM],5,-12,-7,-0.8,nt,-4,-9,1
Cc1ccc(S(=O)(=O)N2CCC(C(=O)N3Cc4ccccc4C3)CC2)cc1,-16,1,15,5,0.7,-0.13,-1,-29,4
CSc1nc(O)c(C(c2cccc([N+](=O)[O-])c2)c2c(O)nc(SC)[nH]c2=O)c(=O)[nH]1,-11,-2,8,0,0.2,-0.37,nt,-13,-2
O=C(Cn1c(CN2CCCCC2)nc2ccccc2c1=O)Nc1ccccc1,-16,2,9,6,-1.0,-0.072,-4,-16,0
CCCCC(CC)CNC(=O)C(=O)C1C(=O)Nc2ccccc21 (stereo unspecified),-13,5,8,0,-0.7,8.5*,0,1,16
COC(=O)c1ccc(NC(=O)C23CC4CC(C2)CC(n2cnc(Cl)n2)(C4)C3)cc1,-2[20 µM],0,4,2,-0.5,1.1,-2,-7,-3
CCOc1ccc(C(=O)/C=C/c2cn(CN3CCN(C)CC3)c3ccccc23)cc1,3[20 µM],-8,6,1,0.7,-0.02,1,-27,-12
Cc1cc(NC(=O)c2cn(C3CCCCC3)c(=O)c3c2c2ccccc2n3C)no1,-20,1,13,3,-0.3,-0.13,4,-63,-4
COCCNCC(=O)Nc1ccc(C)c(S(=O)(=O)N2CCCCC2)c1,-30,-1,3,-3,-0.1,0.12,nt,-16,-5
COCCCNc1c2c(nc3nnnn13)CCCC2,-19,2,2,-2,1.1,nt,-4,16,10

Marked active in KCC2 mod (from the list above):
SMILES	Furin inh	Rad51 HR inh	FXIIa inh 1536	FXIa inh 1536	PERK inhibitor	KCC2 mod	Calpain2 inh	KLK5 inh
CCCCC(CC)CNC(=O)C(=O)C1C(=O)Nc2ccccc21 (stereo unspecified)	-13	5	8	0	-0.7	8.5*	1	16

The list goes on:
canonical_smiles,Furin inh,Rad51 HR inh,FXIIa inh 1536,FXIa inh 1536,PERK inhibitor,KCC2 mod,thrombin 1536,Calpain2 inh,KLK5 inh
Cc1nn(-c2cccc(Cl)c2)c2nc(-c3ccncc3)cc(C(=O)N3CCOCC3)c12,-18,16,4,-5,-0.2,nt,-15,-206,-2
CC(=O)c1ccc(NC(=S)NC(=O)CC(C)C)cc1,-21,8,5,10,0.9,0.56,1,22,-2
N#Cc1c(F)cccc1NCc1cccs1,-25,9,10,5,0.9,nt,0,-8,3
CC(C)CNS(=O)(=O)c1ccc(CCC(=O)N2CCN(c3ccccc3)CC2)cc1,-7,nt,11,7,-1.0,-0.13,-6,23,-1
O=C(O)c1ccc(Sc2ccccn2)c([N+](=O)[O-])c1,-22,1,-6,-3,2.1,-0.64,1,17,-24
COC(=O)c1ccc(S(=O)(=O)N2CCCN(Cc3ccc(F)cc3)CC2)n1C,-23,nt,8,1,0.5,-1.8,-4,1,1
O=C(N/N=C/c1cccs1)c1cnccn1,-11,5,11,1,1.0,1.2,-2,7,-4
COc1ccc(NC2=C(C(C)=O)C(c3ccc(OC)cc3)C(C(C)=O)C(C)(O)C2)cc1 (stereo unspecified),-9,20,5,-1,0.6,-0.16,9,8,1
COc1ccccc1C(=O)Nc1nc(-c2ccc3c(c2)OCCO3)cs1,-28,-4,9,-2,0.1,1.4,-9,10,-3
Cc1ccc(-c2nc3ncccc3o2)cc1NC(=S)NC(=O)c1ccco1,-28,3,nt,-4,0.2,2.9,-4,-11,-4
CNC(=O)c1cc2cc(OC)ccc2oc1=O,-17[20 µM],-8,12,2,1.6,nt,1,i,3
CCN(C(=O)COC(=O)c1cccnc1SC)C1CCS(=O)(=O)C1 (stereo unspecified),-24,-18,11,-8,-0.6,1.1,-6,3,15
COc1ccc(Cn2nnnc2C(CC(C)C)N2CCC(C(N)=O)CC2)cc1 (stereo unspecified),-22,-18,13,0,0.1,0.13,-20,-9,-1
COc1ccc(CCC(=O)Nc2ccc(Br)cn2)cc1,-13,2,13,3,-0.6,-0.36,4,-11,-22
CN1CCc2c(OCC(=O)N3CCCc4ccccc43)cccc2C1=O,-14,17,7,-4,-0.6,0.041,-1,-28,-6
c1csc(-c2nnc(-c3ccc(N4CCOCC4)cc3)o2)c1,-8,0,-1,1,-0.2,0.88,-3,-37,-262
COc1cccc(CCNC(=O)CC2C(=O)NCCN2Cc2ccc(Cl)c(F)c2)c1 (stereo unspecified),-3,nt,12,22,-0.6,0.17,12,-11,17
CCCN(Cc1ccco1)S(=O)(=O)c1ccc(OC)c(OC)c1,-9,nt,5,0,0.0,-2.1,-5,-3,-3
CC(C)C1Cc2[nH]c(=O)c(C(=O)O)cc2CO1 (stereo unspecified),-53[20 µM],-3,6,-6,-0.5,-0.84,1,-26,-2
CCCCn1c(SCC(=O)c2ccccc2)nc2c1c(=O)[nH]c(=O)n2C,-14[20 µM],0,10,13,-0.4,-0.069,-10,6,-2
CC(C)(C)c1ccc(C(=O)NC(=S)Nc2ccc(N3CCOCC3)cc2)cc1,-14,6,29,23,1.5,0.56,4,-2,-10
COc1cccc(-n2nnnc2SCC(=O)NCCc2ccc(OC)c(OC)c2)c1,-13,nt,1,-3,1.0,1.2,-8,-10,nt
CC(=O)Nc1ccc(OCc2nnc(-c3ccc(Cl)cc3)o2)cc1,-14,-8,3,-3,-0.3,-0.44,4,-6,-1
COc1ccc(Cl)cc1C(=O)O/N=C(\N)c1ccncc1,8,2,12,2,0.3,1.7,3,11,1
COC(=O)c1ccc(COc2ccc(/C=N/NC(N)=S)cc2)o1,-26,20,4,-6,0.4,0,-1,-12,-9
Cc1ccccc1OCCCc1c(C)n[nH]c1C,-31,1,-4,12,0.6,-0.38,1,20,-17
CNC(=S)N1N=C(c2ccc(Br)cc2)CC1c1ccc(OC)cc1 (stereo unspecified),-12,-1,11,3,-0.5,-0.38,-8,-3,-11
CC(=O)Nc1ccc(S(=O)(=O)N2CCOCC2)cc1,-8[20 µM],2,13,4,0.5,nt,0,-15,-9
Cc1cccc(NC(=O)CSc2nnc(C)c(=O)n2N)c1C,-7,-6,10,-2,0.2,-0.027,-5,8,1
CCOC(=O)c1cc2c(ccn2C)n1CC(=O)N1CCN(c2cccc(C(F)(F)F)c2)CC1,-3[20 µM],3,11,-1,0.7,-0.16,2,-37,-15
COc1ccc(C2C(=O)N(C3CCCCCC3)CC(=O)N2Cc2ccccc2)cc1OC (stereo unspecified),-18,-6,17,0,-0.6,0.21,-4,-2,4
COc1ccc2oc(C(=O)OCc3c(C)noc3C)c(C)c2c1,-28,20,13,-1,1.6,0.36,-1,-117,2
CCC1C(=O)N=C(SCC(=O)Nc2cccc3ccccc23)NC1=O (stereo unspecified),-20[20 µM],3,8,-9,0.2,nt,-4,2,1
CCc1nnc(NC(=O)C2CC(=O)N(c3ccc4c(c3)OCCO4)C2)s1 (stereo unspecified),-13,2,13,2,1.2,-0.13,-11,2,-6
CC(=Nc1ccccc1)Nc1ccccc1,-10,9,10,-4,0.8,0.77,3,15,-1
CCC(=O)c1cc2c(cc1NC(=O)c1ccc(C)cc1)OCCO2,-22[20 µM],-1,2,-17,1.1,nt,-4,i,-28
COc1ccc(C(=O)Nc2nc3nc(-c4ccccc4)cc(=O)n3[nH]2)cc1,-21,4,0,6,0.3,0.73,-3,-50,-8
Cc1cccc(NC(=S)NNC(=S)NC2CCCCC2)c1C,-13,nt,1,-5,0.6,4*,-8,5,nt
COc1ccccc1N1CCN(C2CCN(C3CCC(c4ccccc4)CC3)CC2)CC1 (stereo unspecified),-15,24,2,-2,0.1,0.28,-3,-23,nt
CCn1c(-c2ccccc2)csc1=Nc1ccc(O)cc1,-26,nt,8,4,1.1,nt,4,-1,16
CCC(=O)Nc1cccc(NC(=O)c2cccc([N+](=O)[O-])c2C)c1,-7,2,5,17,1.4,-0.27,0,11,-2
NC(=O)CNC(=O)[C@@H]1CC2(CC(c3ccc(Cl)cc3)=NO2)CN1C(=O)c1ccccc1 (stereo partly specified),-22[20 µM],-4,6,0,1.7,-0.029,3,-30,-1
Cc1ccc(C)c(NC(=S)N(C)CCO)c1,-39,15,10,2,1.3,0.66,12,-8,4
COc1ccccc1Nc1nc(N)nc(CSc2ncccn2)n1,0[20 µM],5,20,5,-0.1,nt,4,-33,0
CCOc1ccc2c(c1)c1nnc(SCC3CCCO3)nc1n2C (stereo unspecified),-20,6,6,0,-1.6,-1.1,1,-6,-4
NC(=O)C12CCCC(Br)(CCC1)C2,-22,9,9,-4,0.5,1.6,-7,-10,-1
Cc1ccc(OCCC(=O)OCC(=O)NCCc2ccccc2)cc1,-21,-8,5,-6,0.2,-3.3,20,-13,-3
CCOC(=O)c1sc(NC(=S)NC(=O)c2ccco2)nc1C,-13,3,13,9,1.1,47*,-14,42,9
CC(=O)NC(=S)Nc1sc2c(c1C#N)CCCCC2,-19,-4,2,0,0.7,-0.39,-1,2,15
COc1ccc(NS(=O)(=O)c2ccc(C)c(NC(=O)c3ccc(C)c(S(=O)(=O)N4CCOCC4)c3)c2)cc1,-11,17,-4,-7,-1.2,-0.43,-5,-41,-6

(listing goes on)
canonical_smiles,Furin inh,Rad51 HR inh,FXIIa inh 1536,FXIa inh 1536,PERK inhibitor,KCC2 mod,thrombin 1536,Calpain2 inh,KLK5 inh
O=C(NCc1ccccc1F)C1CCCN1C(=O)NC1CCCCC1 (stereo unspecified),-4[20 µM],-8,16,7,0.1,1.2,0,-2,7
Cn1c(=O)cc(N)n(Cc2ccccc2)c1=O,-17,-1,1,-9,-1.0,-0.52,-6,16,-12
CC(C)(C)OC(=O)N1CCNc2ccccc2C1,-9,3,18,-1,-0.1,2.7,6,-34,-4
Cc1cc(Cl)ccc1OCCCC(=O)N1CCN(C)CC1,-17[20 µM],-4,4,-4,0.0,0.094,-6,9,10
CCS(=O)(=O)CCSc1nc2c(cc1C#N)CCCC2,-8[20 µM],2,34,24,-0.8,1.1,2,-2,-13
C/C(=N\NC(=O)Cc1cc(=O)[nH][nH]1)c1cccc([N+](=O)[O-])c1,-20,-32,17,16,0.2,-0.22,-2,1,-9
CCN(CC(=O)NCc1cccs1)c1ccc(S(=O)(=O)N2CCN(C)CC2)cn1,-8,9,2,-4,-0.4,nt,5,-9,-5
